CHT PAM = CHT positive allosteric modulators, primary screen, cell-based, membrane potential dye, choline EC20; AID 488977, 2010; B-score at 10 µM; actives 0.49% (n = 310,000); High affinity choline transporter 1 (Homo sapiens), Q9GZV3; CHT-expressing cells; stronger effect = higher value; LV-AA mutant CHT in HEK293 cells;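 active = initial fluorescence not abnormally high and integrated response B-score, plate-corrected, over 3 SD above library mean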
Target sequence (Q9GZV3 whole entry, looked up): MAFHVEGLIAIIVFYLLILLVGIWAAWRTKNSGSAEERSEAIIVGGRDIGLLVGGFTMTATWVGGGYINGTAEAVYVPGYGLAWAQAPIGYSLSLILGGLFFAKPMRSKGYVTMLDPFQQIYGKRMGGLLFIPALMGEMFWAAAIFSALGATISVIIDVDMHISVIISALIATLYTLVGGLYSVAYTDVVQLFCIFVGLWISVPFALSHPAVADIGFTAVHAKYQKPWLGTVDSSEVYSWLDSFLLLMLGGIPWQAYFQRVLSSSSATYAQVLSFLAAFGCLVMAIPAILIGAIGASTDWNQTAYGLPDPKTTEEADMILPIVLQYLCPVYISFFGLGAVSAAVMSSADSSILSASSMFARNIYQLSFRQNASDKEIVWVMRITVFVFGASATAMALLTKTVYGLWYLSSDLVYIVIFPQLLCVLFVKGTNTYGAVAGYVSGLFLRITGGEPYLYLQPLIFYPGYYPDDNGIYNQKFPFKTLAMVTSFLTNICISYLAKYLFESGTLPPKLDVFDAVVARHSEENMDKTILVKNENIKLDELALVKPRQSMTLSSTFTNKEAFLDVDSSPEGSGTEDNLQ
CHT block = inhibitors of human choline transporter CHT. B-score at 10 µM. AID 488975, 2010. High affinity choline transporter 1 (Homo sapiens), Q9GZV3. CHT-expressing cells, membrane potential dye, choline response; stronger effect = lower value. actives 0.86% (n = 310,000);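 active = B-score over 3 SD under the library average, and starting fluorescence ratio not unusually high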;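 note: choline stimulus applied at its EC90 after an EC20 pre-addition; B-score computed on integrated fluorescence ratio after choline addition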
Calls only; i = inactive. Rows are unselected; overall some 1.5% were active at least once.

SMILES | CHT PAM | CHT block
Cc1ccc(NC(=O)C2CCCN(S(=O)(=O)c3cccs3)C2)cc1 (centres undefined) | i | i
COC(=O)c1ccccc1S(=O)(=O)N(CCCN1CCOCC1)Cc1cccs1 | i | i
COc1ccc2c(c1)C(c1ccccc1)=NNC(c1ccco1)=N2 | i | i
O=C1N=C(N2CCCC2)S/C1=C\c1cccc(Br)c1 | i | i
CCOC(=O)c1ccc(NC(=S)N2CCN(CCO)CC2)cc1 | i | i
CCN(CC(=O)NCc1cccs1)c1nnnn1-c1ccccc1 | i | i
Cc1cccc(C(=O)Nc2ccc3ccccc3c2)c1 | i | i
CC(C)NC(=O)CN(CCc1ccccc1)S(C)(=O)=O | i | i
Nc1c(C(=O)c2ccccc2)oc2ccc([N+](=O)[O-])cc12 | i | i
Cc1ccc(-c2nnc(-c3ccc(NC(=O)Cc4cccs4)cc3)o2)cc1 | i | i

Carrying on.
SMILES | CHT PAM | CHT block
Cc1cc(OCc2cc(C(=O)N(C)CCOc3ccccc3)no2)cc(C)c1Cl | i | i
C=CCN1c2ccccc2[C@]23C[C@@H](C(=O)OC)N(C(=O)c4cc(C)oc4C)C2=NC(C(=O)OC)=C(C(=O)OC)[C@H]13 | i | i
COc1ccc(/C=C2\Oc3cc(OCC(=O)N4CCC[C@H]4C(=O)O)ccc3C2=O)c(OC)c1OC | i | i
CCN(CC)S(=O)(=O)c1ccc(/C=C/C(=O)OCC(=O)Nc2cccc3ccccc23)cc1 | i | i
CN(C(=O)CCNC(=O)Cn1ccc2ccccc2c1=O)c1ccc(Br)cc1 | i | i
COc1ccc(-c2nnc(SCC(=O)N/N=C/c3ccccc3C(=O)O)n2-c2ccccc2)cc1 | i | i
COc1ccc(/C=C/C(=O)Oc2cccc(/C=N/NC(=O)Cc3ccc(Br)cc3)c2)cc1 | i | i
O=C(NCc1ccc2c(c1)OCO2)C1CCCN1C(=O)Nc1ccc(Cl)cc1 (centres undefined) | i | i
CCOc1ccc(S(=O)(=O)N2CCC(C(=O)N3CCN(C)CC3)CC2)cc1Cl | i | i
CCOC(=O)c1ccc(NC(=O)CSc2nnc(NC(=O)c3ccc(S(=O)(=O)N4CCOCC4)cc3)s2)cc1 | i | i

Next records.
SMILES | CHT PAM | CHT block
O=C(NC(=S)NNC(=O)c1cccs1)c1ccco1 | i | i
CCOc1ccc(/C=C/C(=O)Nc2ccc(N3CCOCC3)cc2)cc1 | i | i
COc1cc(/C=N/NC(=S)Nc2cccc(S(=O)(=O)N(C)C)c2)cc(OC)c1O | i | i
Cc1ccc(S(=O)(=O)N(C)CCCC(=O)NC(C)(C)C)cc1 | i | i
CC1=CC(C)C(/C=N/N=C(N)N)C(C)C1 (centres undefined) | i | i
Cc1ccccc1NS(=O)(=O)c1ccc2c3c(cccc13)C(=O)N2C | i | i
NS(=O)(=O)c1ccc(NC(=S)Nc2ccc(Br)c(Cl)c2)cc1 | i | i
CC1(C(=O)OCC(=O)NCCNC(=O)COC(=O)C2(C)CC2(Cl)Cl)CC1(Cl)Cl (centres undefined) | i | i
CC1CN(C(=O)CCC(=O)NCCc2ccccc2)c2ccccc2O1 (centres undefined) | i | i
CCc1ccc(NC(=O)CCc2nnc3ccc(N4CCC5(CC4)OCCO5)nn23)cc1 | i | i

(more compounds)
SMILES | CHT PAM | CHT block
COC(=O)c1ccc(N2C(=O)CC(N3CCOCC3)C2=O)cc1 (centres undefined) | i | i
CC(=O)C1C(=O)c2c(cccc2[N+](=O)[O-])C1=Nc1ccc(S(N)(=O)=O)cc1 (centres undefined) | i | i
COc1cc(/C=C2\C(=O)NN(c3ccccc3)C2=O)cc([N+](=O)[O-])c1O | i | i
O=C(CCCOc1ccccc1)Nc1cccnc1 | i | i
CCOc1ccc2[nH]c(C(=O)N/N=C/c3ccccc3OC)cc2c1 | i | i
CCOC(=O)C1=C(C)N(CCCC(=O)O)C(=O)NC1c1ccc([N+](=O)[O-])cc1 (centres undefined) | i | i
O=C(Nc1c2c(nc3ccccc13)CCCC2)c1ccccc1F | i | i
O=C1C(=O)N(c2ccccn2)C(c2ccc(F)cc2)/C1=C(/O)c1ccc(Br)cc1 (centres undefined) | i | i
COc1cc(NC(=O)c2ccc3c(c2)S(=O)(=O)N=C2CCCCCN23)cc(OC)c1 | i | i
O=C1CS(=O)(=O)c2ccccc2N1 | i | i

The results go on:
SMILES | CHT PAM | CHT block
Nc1ccccc1Nc1cc(-c2ccccc2)nn1-c1cccc(Cl)c1 | i | i
COc1ccc(CC(=O)Nc2c(C(=O)N3CCN(c4ccccc4OC)CC3)oc3ccccc23)cc1OC | i | i
CCOc1ccc(OCC)c(NC(=O)CCS(=O)(=O)c2ccc(Br)s2)c1 | i | i
COc1ccc(Nc2ncnc3c2c(C)c(C)n3CCO)cc1 | i | i
CCN(CC)C(=O)/C(NC(=O)c1ccccc1)=C(/Sc1ncccn1)c1ccccc1 | i | i
CC(C)C(=O)Nc1cccc(C(=O)Nc2nnc(C(C)C)s2)c1 | i | i
CCO[C@@H]1OC(C(=O)N2CCN(Cc3ccccc3)CC2)=C[C@H](c2ccc(C(F)(F)F)cc2)[C@H]1CCCO | i | i
CC(=O)c1c(C)[nH]c(C(=O)NCc2cccs2)c1C | i | i
CC(=O)Nc1ccc(S(=O)(=O)N(CCc2ccccc2)CC(=O)N/N=C/c2ccc(C(=O)O)cc2)cc1 | i | i
CN1CCN(C(=O)CN(c2cccc(Cl)c2)S(=O)(=O)c2ccccc2)CC1 | i | i

The list continues.
SMILES | CHT PAM | CHT block
C/C=C/Cn1c(N(C)Cc2ccccc2)nc2c1c(=O)[nH]c(=O)n2C | i | i
CC(=O)Nc1ccc(NC(=O)c2ccc(COc3ccc4c(C)cc(=O)oc4c3)cc2)cc1 | i | i
Cc1ccc(N)c(C(=O)CCCCC(=O)O)c1 | i | i
Cc1ccc(CSc2nc3sc(C)c(C)c3c(=O)n2Cc2ccco2)cc1 | i | i
CCN(CC)CCNC(=O)c1sc2nc(-c3ccccc3)cn2c1C | i | i
COc1ccc(C(=O)ON=C2CCN(C)CC2)cc1 | i | i
Clc1ccc2[nH]c3c(c2c1)CNCC3 | i | i
CN(C)CCNC(=O)C1(O)c2cc(Br)ccc2NC(=O)N1c1ccc(Cl)cc1 (centres undefined) | i | i
Cc1c(OCC(=O)NCCN2CCOCC2)ccc2c1oc(=O)c1ccccc12 | i | i
Cc1cccc(Nc2sc(C(=O)c3cc4cc(Cl)ccc4o3)c(N)c2C#N)c1 | i | i

The results go on:
SMILES | CHT PAM | CHT block
O=C(OCc1ccccc1)c1cn(-c2ccccc2)nc1-c1ccncc1 | i | i
COc1ccc([N+](=O)[O-])cc1/C=N/NC(=O)c1nonc1N | i | i
CCN(c1ccccc1)S(=O)(=O)c1ccc(Cl)c(C(=O)O)c1 | i | i
NS(=O)(=O)c1ccc(NC(=O)CN2CCCC2)cc1 | i | i
O=C(CCNS(=O)(=O)c1cccs1)N1CCN(c2cccc(Cl)c2)CC1 | i | i
CCOc1ccc(CCNC(=O)c2ccc3nc(N4CCOCC4)sc3c2)cc1OCC | i | i
O=S(=O)(/C=C/c1ccccc1)NC1CCCCCC1 | i | i
O=C(CC1Oc2ccccc2NC1=O)NC1CCCC1 (centres undefined) | i | i
CS(=O)(=O)c1nc(-c2ccccc2)c(-c2ccccc2)[nH]1 | i | i
Cc1ccc(S(=O)(=O)N2CCN(C3CC(=O)N(CCc4ccccc4)C3=O)CC2)cc1C (centres undefined) | i | i

The list goes on; it opens with the seven that closed the last part.
SMILES | CHT PAM | CHT block
NS(=O)(=O)c1ccc(NC(=O)CN2CCCC2)cc1 | i | i
O=C(CCNS(=O)(=O)c1cccs1)N1CCN(c2cccc(Cl)c2)CC1 | i | i
CCOc1ccc(CCNC(=O)c2ccc3nc(N4CCOCC4)sc3c2)cc1OCC | i | i
O=S(=O)(/C=C/c1ccccc1)NC1CCCCCC1 | i | i
O=C(CC1Oc2ccccc2NC1=O)NC1CCCC1 (centres undefined) | i | i
CS(=O)(=O)c1nc(-c2ccccc2)c(-c2ccccc2)[nH]1 | i | i
Cc1ccc(S(=O)(=O)N2CCN(C3CC(=O)N(CCc4ccccc4)C3=O)CC2)cc1C (centres undefined) | i | i
COc1ccc(C(=O)/C=C/c2cccnc2)c(OC)c1 | i | i
Cc1cc2oc(=O)cc(CN(C)Cc3cccc(F)c3)c2cc1Cl | i | i
O=C(CSc1nc2ncc(Cl)cc2[nH]1)Nc1ccccc1-c1ccccc1 | i | i
COc1cc(-c2nc(S(=O)(=O)c3ccc(Cl)cc3)c(N(C)C)o2)cc(OC)c1OC | i | i
CCCCCCCCn1c(=O)c(C(=O)OCC)c(O)c2ccccc21 | i | i
CC(=O)CC(c1ccc([N+](=O)[O-])cc1)c1c(O)c2ccccc2oc1=O (centres undefined) | i | i
CCOc1ccc(N2C(=O)Nc3ccc(Br)cc3C2(O)C(=O)NCCN(C)C)cc1 (centres undefined) | i | i
Cc1nn(-c2ccccc2)c(N)c1C(c1ccc(C(C)C)cc1)c1c(C)nn(-c2ccccc2)c1N | i | i
COc1ccccc1NC(=O)Nc1nc(CC(=O)Nc2cc(F)ccc2F)cs1 | i | i
COc1cccc(OC)c1C(=O)Nc1ccc([N+](=O)[O-])cn1 | i | i

(cont.)
SMILES | CHT PAM | CHT block
Cc1cc(=O)[nH]c(SCc2cccc(F)c2)n1 | i | i
Cc1ccccc1OC(C)C(=O)N1CCC(Cc2ccccc2)CC1 (centres undefined) | i | i
NS(=O)(=O)c1ccc(NC(=O)COC(=O)c2cnc(Cl)c(Cl)c2)cc1 | i | i
O=C(CN(CCc1ccccc1)C(=O)CNS(=O)(=O)c1ccccc1)NCc1ccco1 | i | i
O=C(CSc1ncn[nH]1)N1CCOCC1 | i | i
O=C(NCc1ccccc1F)Nc1ccc([N+](=O)[O-])cc1 | i | i
COc1ccc2cc(C(=O)NCCc3ccccc3)[nH]c2c1 | i | i
CCOC1=NS(=O)(=O)c2ccccc21 | i | i
COc1ccccc1NC(=O)c1ccccc1NS(C)(=O)=O | i | i
O=C(O)C1CCCN1S(=O)(=O)c1cccc(S(=O)(=O)N2CCCC2C(=O)O)c1 (centres undefined) | i | i

(cont.)
SMILES | CHT PAM | CHT block
COc1ccc(-c2cc(C(=O)N/N=C/c3ccc4c(c3)OCO4)c3ccccc3n2)c(OC)c1 | i | i
CCCn1c(SCC(=O)N2CCc3ccccc32)nnc1-c1ccco1 | i | i
COc1ccccc1CNC(=O)COC(=O)CCN=C1NS(=O)(=O)c2ccccc21 | i | i
Cc1onc(-c2ccccc2)c1C(=O)Nc1nc(-c2ccccc2)cs1 | i | i
CCN(CC)C(=O)c1ccc(CS(=O)(=O)c2ccc(Br)cc2)cc1 | i | i
CCCCc1nc(NCCN2CCOCC2)c(C#N)c2c1COC(C)(C)C2 | i | i
CCOC(=O)C1CCN(Cc2nc3ccc([N+](=O)[O-])cc3c(=O)n2-c2ccc(OC)cc2OC)CC1 | i | i
Cc1cc(Cl)ccc1NC(=S)NCC(C)C | i | i
O=C(O)C(Cc1ccccc1)N1C(=O)C2CCCCC2C1=O (centres undefined) | i | i
Cc1cc(=O)[nH]c(SCC(=O)NN(c2ccccc2)c2ccccc2)n1 | i | i

Additional results follow.
SMILES | CHT PAM | CHT block
COc1ccc(C(C(=O)NCC2CCCO2)N(C(=O)CNC(=O)c2ccco2)c2ccc(C)c(C)c2)cc1OC (centres undefined) | i | i
COc1ccccc1CCNC(=O)CSc1ccc(-c2cccs2)nn1 | i | i
COc1ccc(NC(=O)CSc2c(C)nn(-c3nnc(C)c(=O)[nH]3)c2C)cc1 | i | i
Cc1cc(NC(=O)CSc2nc3c(sc4ccccc43)c(=O)n2CCCN2CCOCC2)n[nH]1 | i | i
CCCOc1ccc(N2CC(C(=O)Nc3ccc(N4CCOCC4)cc3)CC2=O)cc1 (centres undefined) | i | i
Cc1ccc(CN(c2ccc(C(=O)N3CCOCC3)cc2)S(C)(=O)=O)cc1 | i | i
O=[N+]([O-])c1ccccc1/C=C/c1ccc2ccccc2n1 | i | i
COc1cccc(N(CC(=O)N2CCOCC2)S(C)(=O)=O)c1 | i | i
C/C(CC(=O)Nc1ccc(N(C)C)cc1)=N\NC(=O)c1ccncc1 | i | i
COc1cc(/C=N\NC(=O)c2ccc(-c3ccccc3)cc2)cc(OC)c1O | i | i

More results.
SMILES | CHT PAM | CHT block
O=C(Nc1ccc(N2CCCC2)cc1)c1cc([N+](=O)[O-])ccc1N1CCOCC1 | i | i
COc1ccc(S(=O)(=O)Nc2ccc(S(=O)(=O)N3CCCCC3)cc2)cc1OC | i | i
COCCNC(=O)/C(C#N)=C/c1cccs1 | i | i
COc1ccc(Cl)cc1-c1nc(N)nc(N(C)C)n1 | i | i
O=C(NCC(c1ccco1)N1CCCC1)c1ccccc1F (centres undefined) | i | i
CCc1ccc(OC)c(S(=O)(=O)Nc2ccc(Cc3ccncc3)cc2)c1 | i | i
CC(=O)c1cccc(NC(=O)NNC(=O)CCC(=O)Nc2ccc(C)c(C)c2)c1 | i | i
O=C(CCS(=O)(=O)c1ccc(Br)cc1)Nc1ccccn1 | i | i
Cc1oc2c(c(=O)c1C)C(=O)CC(c1ccccc1)C2 (centres undefined) | i | i
CCc1ccccc1N(CC(=O)Nc1cccc(N(C)S(C)(=O)=O)c1)S(C)(=O)=O | i | i

Next part.
SMILES | CHT PAM | CHT block
COc1ccc(C)c(NC(=O)C2CC(=O)NC3=C2C(=O)CCC3)c1 (centres undefined) | i | i
O=C(OCCN1CCCCC1)c1ccccc1Cl | i | i
Fc1ccc(NC(=S)NC2CC3CCCC(C2)N3Cc2cccs2)cc1 (centres undefined) | i | i
O=C(Nc1ccccc1C(=O)N1CCCCC1)NC1CCCCC1 | i | i
CC(=O)NCCC(=O)N(C)CC1CCN(CCc2cccc(C(F)(F)F)c2)CC1 | i | i
